DPM-DC inhibit: inhibitors of Streptococcus pneumoniae diphosphomevalonate decarboxylase; calls only at 10 µM; AID 556; 65,000 tested, 0.49% active; purified DPM-DC, PK/LDH coupled NADH fluorescence;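 active means the 320 compounds with the highest percent inhibition in the single-dose primary screen, excluding strongly autofluorescent ones, cut at about 32% in these data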;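 further: kinetic rate of NADH fluorescence loss reporting ADP formed by the decarboxylase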
Alkaline phosphatase: inhibition of tissue-nonspecific alkaline phosphatase – biochemical, luminescent (AID 518) | inhibition, % at 20 µM, or IC50 in µM where a hit was titrated | purified TNAP enzyme, luminescent substrate readout; higher % means a stronger effect | 64,000 tested, 0.09% active; in the data active means a potency from the dose series; inactive means the rest, 99 in 100 with inhibition below about 22%;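 further: plate controls were vehicle for no effect and reference inhibitor for full effect; many of its hits are not listed in these tables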
HPDE-C7 viability: cytotoxicity in HPDE-C7 cells, cell-based, fluorescence, HTS (AID 430); HPDE-C7 pancreatic duct cells viability, fluorescence; higher % means a stronger effect; one-dose cytotoxicity, % at 10 µM; EC50 in µM for titrated hits; 63,000 tested, 1.8% active;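 further: cells exposed to compound for 48 hours before viability readout; 0% = vehicle and 100% = reference cytotoxic drug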
LYP phosphatase: inhibition of human PTPN22 tyrosine phosphatase – biochemical, DiFMUP fluorescence, recombinant catalytic domain, 10 µM, primary screen (AID 606); recombinant LYP catalytic domain, DiFMUP fluorescence; higher % means a stronger effect; inhibition, % at 10 µM; hits with a dose series show IC50 in µM; 52,000 tested, under 10 active;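 active means IC50 under 40 µM in the dose-response test; inactive means IC50 of 40 µM or more, or never dose-tested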
Bfl-1 displacement: displacement of Bid BH3 peptide from Bfl-1 – biochemical, fluorescence polarization, FITC-Bid, mouse, primary screen (AID 432) | FITC-Bid BH3 peptide fluorescence polarization displacement; higher % means a stronger effect | 64,000 tested, 0.02% active | displacement, % at 20 µM, or IC50 in µM where a hit was titrated; in the data active means a potency from the dose series; inactive means the rest, 99 in 100 with displacement below about 15%; further: strong numbers were not always called active
HT1080 cytotoxicity: HT1080 cell viability loss – fluorescence readout (AID 620); HT1080 viability, fluorescence; higher % means a stronger effect; cytotoxicity, % at 10 µM, or EC50 in µM where a hit was titrated; 87,000 tested, 0.42% active;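 further: cells exposed to compound overnight then 4 h with Alamar Blue; 0% = vehicle DMSO and 100% = killing control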
Spn PMK inh: S. pneumoniae PMK inhibition; purified PMK, PK/LDH-coupled NADH absorbance 340 nm; inhibition, % at 10 µM; 65,000 tested, 0.49% active; AID 539;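 active means top-ranked compounds by inhibition in the single 10 µM screen, taking a fixed number of the strongest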;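 further: 0% = full reaction with DMSO carrier and 100% = background rate without enzyme reaction; no value below 0 was filed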
MK inhibit: inhibitors of Streptococcus pneumoniae mevalonate kinase. purified MK, PK/LDH-coupled NADH absorbance 340 nm. inhibition, % at 10 µM. 65,000 tested, 0.48% active. AID 555;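 active means ranked among the strongest by inhibition in the single 10 µM screen, a fixed top-ranked set picked for dose follow-up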; further: no value below 0 was filed
KRASV12 cytotoxicity: viability loss of HPDE-C7K cells – cell-based, fluorescence, HTS, primary screen (AID 431); HPDE-C7K KRASV12 cells, Alamar Blue viability, 48 h; higher % means a stronger effect; cytotoxicity, % at 10 µM, or EC50 in µM where a hit was titrated; 63,000 tested, 1.7% active;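 active means compounds whose percent cytotoxicity in the single-dose primary screen, scaled between solvent and toxic-drug controls, exceeds 50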;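 further: 0% = DMSO solvent wells and 100% = doxorubicin-treated wells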
Spn PMK inh pilot replicates: second read-out of Spn PMK inh, no call of its own (marks repeat the call); inhibition, %; measured here: pilot screen replicates
MK inhibit pilot replicates: also measured in MK inhibit; calls as there; inhibition, %; measured here: pilot screen replicates
DPM-DC inhibit pilot screen %: second read-out of DPM-DC inhibit, no call of its own (marks repeat the call); inhibition, %; measured here: pilot screen trials
* = called active by the depositor; i = inactive; x = no result given. Unless noted, no stated cut-off is given here; in the data, active means cytotoxicity above about 50%; inactive means the rest.

SMILES	DPM-DC inhibit	Alkaline phosphatase	HPDE-C7 viability	LYP phosphatase	Bfl-1 displacement	HT1080 cytotoxicity	Spn PMK inh	MK inhibit	KRASV12 cytotoxicity	others
COc1ccc(CN2C(=O)C(O)(CC(=O)c3c(C)n[nH]c3C)c3ccccc32)cc1OC (configuration not stated)	i	17%	-9%	2%	-8%	-6%	8	4	4%	Spn PMK inh pilot replicates=5.0;MK inhibit pilot replicates=4.5;DPM-DC inhibit pilot screen %=4.0
C1CCC2(CC1)C1=C(CCCC1)Nc1nnnn12	i	11%	-5%	x	-3%	9%	10	8	3%
COc1ccc(-c2nnc3sc(-c4ccccc4OC)nn23)cc1	i	10%	7%	-6%	0%	17%	4	0	15%
CCOC(=O)c1ccc(NC(=O)NCc2ccn(CC)n2)cc1	i	-6%	-11%	-2%	-4%	-1%	0	5	-18%
CC(=O)c1cccc(NC2c3ncccc3C(=O)N2Cc2ccco2)c1 (configuration not stated)	i	-2%	-5%	0%	0%	-4%	16	6	0%
O=C(NCc1ccco1)C(c1cccnc1)N(C(=O)Cn1nnc2ccccc21)c1ccc(F)cc1 (configuration not stated)	i	11%	0%	x	-6%	-5%	11	13	10%
N#Cc1ccc(CSc2ncnc3c2cnn3Cc2ccccc2)cc1	i	12%	-6%	x	-6%	-4%	8	4	1%
CN(CCC#N)S(=O)(=O)c1ccc2c(c1)c(=O)n(C)c(=O)n2C	i	2%	-12%	8%	-15%	x	21	0	-21%
Cc1ccc(-c2noc(CSc3nnc(-c4ccccc4)n3C)n2)cc1	i	1%	-9%	8%	1%	1%	6	7	-3%
O=C(O)CCC(=O)N1CCc2cc(S(=O)(=O)NC3CCCc4ccccc43)ccc21 (configuration not stated)	i	2%	3%	-3%	0%	8%	13	2	9%
COc1cccc(S(=O)(=O)Nc2cccnc2)c1	i	28%	-11%	9%	-1%	5%	10	10	5%	Spn PMK inh pilot replicates=0.0;MK inhibit pilot replicates=0.0;DPM-DC inhibit pilot screen %=0.0
COC(=O)c1ccccc1NC(=O)c1cncc(Br)c1	i	10%	-14%	-3%	-5%	0%	14	4	-10%
COC(=O)c1ccc(C2/C(=C(\O)c3ccc4c(c3)OCCO4)C(=O)C(=O)N2CCCN(C)C)cc1 (configuration not stated)	i	8%	-4%	3%	-6%	14%	13	2	0%
Cc1cc(C)n(-c2c(F)c(F)c(CN3CCOCC3)c(F)c2F)n1	i	-1%	-5%	-2%	-2%	3%	0	8	-2%
Clc1ccc(C2=CSC3=NCCN23)cc1Cl	i	2%	11%	-2%	-3%	8%	16	1	10%
O=C(OCc1nc2ccccc2s1)c1ccc(Br)s1	i	11%	5%	x	-1%	x	0	0	-7%
Nc1c(C(=O)NCC2CCCO2)sc(=S)n1-c1ccccc1 (configuration not stated)	i	9%	-15%	3%	3%	5%	0	10	-3%
CC(NC(=O)c1noc2c1CCCCC2)c1ccccc1 (configuration not stated)	i	14%	7%	1%	0%	2%	0	0	6%	Spn PMK inh pilot replicates=0.0;MK inhibit pilot replicates=0.0;DPM-DC inhibit pilot screen %=0.0
COc1cccc(N2CCN(C(=O)c3ccc(=O)oc3)CC2C)c1 (configuration not stated)	i	9%	-4%	10%	-7%	0%	0	4	-14%
COc1ccc(N2C(=O)CC(Sc3nnc(-c4ccccc4)o3)C2=O)cc1 (configuration not stated)	i	1%	-10%	17%	-7%	-2%	0	3	-2%
COc1ccc(OCC(=O)Nc2cccc(NC(=O)COc3ccc(OC)cc3)n2)cc1	i	14%	14%	3%	-2%	4%	8	12	29%
CCOc1cc2[nH]c(=O)n(CCCC(=O)NCc3ccco3)c(=O)c2cc1OCC	i	6%	-13%	5%	-5%	-4%	5	1	-6%
Cn1c(=O)c2nc(-c3ccc(Cl)cc3Cl)oc2c2ccccc21	x	8%	-9%	x	-11%	6%	1	6	3%
COCCn1c(SC)nnc1-c1c[nH]c2ccccc12	i	-4%	-19%	7%	0%	1%	0	3	-14%
COc1cc(C(=O)Nc2c(-c3ccccn3)c(=O)c3ccccc3n2C)cc(OC)c1OC	i	12%	9%	x	-1%	-18%	9	11	12%
CC(=O)OC(C(=O)NC1CCCCC1)c1ccc(C#N)cc1 (configuration not stated)	i	13%	6%	6%	-1%	-3%	14	10	2%
c1ccc2[nH]c(CSc3nnc(-c4ccncc4)o3)nc2c1	i	13%	3%	0%	3%	14%	0	13	4%	Spn PMK inh pilot replicates=3.5;MK inhibit pilot replicates=5.0;DPM-DC inhibit pilot screen %=5.0
CCN1CCN(c2nc3c(C)cccn3c(=O)c2/C=C(\C#N)S(=O)(=O)c2ccccc2)CC1	i	19%	-2%	4%	12%	-3%	10	5	5%	Spn PMK inh pilot replicates=0.5;MK inhibit pilot replicates=2.0;DPM-DC inhibit pilot screen %=0.5
CCSc1nc2c(c(=O)n1-c1ccc(F)cc1)SCC2	i	x	x	-9%	x	19%	22	11	x
COc1cccc(-n2cnc3cccc(N)c32)c1	i	-2%	-19%	x	2%	-8%	0	0	-22%
O=C(c1ccc2snnc2c1)N1CCOCC1	i	6%	-11%	x	-12%	0%	0	2	-7%	Spn PMK inh pilot replicates=0.0;MK inhibit pilot replicates=1.5;DPM-DC inhibit pilot screen %=0.0
COc1ccc(NC(=O)CSC2CC(=O)N(c3ccc4c(c3)OCCO4)C2=O)cc1 (configuration not stated)	i	1%	-6%	5%	-2%	6%	4	4	-8%
O=C(O)CCCN1C(=O)NC2NC(=O)NC21 (configuration not stated)	i	7%	-8%	10%	-4%	13%	10	13	-12%
CC(C)=C(NC(=O)c1ccco1)C(=O)NCCc1nc2ccccc2[nH]1	i	12%	x	11%	-5%	-3%	9	13	x
O=c1[nH]c2cnccc2n1-c1ccccc1	i	19%	-3%	5%	0%	2%	5	2	4%
CCCOCCOC(=O)C1=C(C)NC(=O)NC1c1cc(Cl)c(O)c(OC)c1 (configuration not stated)	i	6%	-9%	x	2%	30%	2	3	-11%
CCCC(=O)NCCc1cc2ccc(C)c(C)c2[nH]c1=O	i	0%	-14%	5%	1%	-8%	0	0	1%
C/C(N)=C(/C#N)C(=O)COc1ncnc2ccccc12	i	9%	-22%	0%	-2%	1%	0	6	-22%
CCC(C)(C)n1nnnc1C(c1ccc(Cl)cc1)N1CCN(C)CC1 (configuration not stated)	i	4%	2%	7%	-1%	18%	11	9	8%
COc1ccccc1-c1ccc(C(=O)O)o1	i	7%	5%	11%	-4%	-8%	12	0	7%
Cc1cc2c(s1)c1cnn(CC(=O)NCCc3ccccc3)c(=O)c1n2C	i	20%	-6%	3%	4%	3%	0	9	0%	Spn PMK inh pilot replicates=1.0;MK inhibit pilot replicates=0.0;DPM-DC inhibit pilot screen %=0.0
O=C(Cn1cnc2c(cnn2-c2ccc(Cl)cc2)c1=O)NCCc1ccccc1	i	9%	-16%	-1%	-11%	-3%	12	8	0%
CCn1c(=S)ccc2ccc(OC)cc21	i	16%	-6%	17%	10%	3%	13	0	7%	Spn PMK inh pilot replicates=0.0;MK inhibit pilot replicates=0.0;DPM-DC inhibit pilot screen %=7.0
c1ccc(-n2nnnc2NCCc2c[nH]c3ccccc23)cc1	i	10%	9%	15%	-1%	-2%	3	0	15%
CC(=O)N1CCc2cc(S(=O)(=O)NCCC(=O)Nc3ccc4c(c3)OCCO4)ccc21	i	4%	-19%	x	-5%	6%	8	10	-10%

The last 3 compounds of the part before open the next one:
SMILES	DPM-DC inhibit	Alkaline phosphatase	HPDE-C7 viability	LYP phosphatase	Bfl-1 displacement	HT1080 cytotoxicity	Spn PMK inh	MK inhibit	KRASV12 cytotoxicity	others
CCn1c(=S)ccc2ccc(OC)cc21	i	16%	-6%	17%	10%	3%	13	0	7%	Spn PMK inh pilot replicates=0.0;MK inhibit pilot replicates=0.0;DPM-DC inhibit pilot screen %=7.0
c1ccc(-n2nnnc2NCCc2c[nH]c3ccccc23)cc1	i	10%	9%	15%	-1%	-2%	3	0	15%
CC(=O)N1CCc2cc(S(=O)(=O)NCCC(=O)Nc3ccc4c(c3)OCCO4)ccc21	i	4%	-19%	x	-5%	6%	8	10	-10%
Cc1ccc(C(C(=O)NC2CCCCC2)N(CC2CCCO2)C(=O)CNC(=O)c2ccco2)cc1 (configuration not stated)	i	3%	10%	5%	-4%	-22%	0	2	4%
O=C(Oc1ccccc1)c1cccc2cccnc12	i	2%	5.8µM*	-3%	0%	-2%	0	3	x
O=C(CN1C(=O)c2ccccc2S1(=O)=O)Nc1ccc(S(=O)(=O)N2CCCC2)cc1	i	6%	x	5%	-3%	3%	0	7	x
CC(C)C(=O)NC(c1ccco1)c1ccc2cccnc2c1O (configuration not stated)	i	-12%	-18%	-2%	4%	x	0	7	-36%
O=S(=O)(Nc1ncn[nH]1)c1ccc2ccccc2c1	i	10%	19%	-9%	3%	-4%	0	6	2%
Cc1cc(C)c(NC2=NCC(=O)N2C2CCCCC2)c(C)c1	i	14%	-18%	-10%	0%	-3%	4	3	-10%	Spn PMK inh pilot replicates=6.5;MK inhibit pilot replicates=0.0;DPM-DC inhibit pilot screen %=3.5
CN(C(=O)c1ccncc1)c1nnc(-c2ccccn2)s1	i	11%	-14%	x	-7%	3%	21	0	-23%
CCc1ccccc1NC(=O)CSc1nnc(-c2ccco2)n1N	i	1%	3%	-3%	2%	-3%	8	4	-7%
CC(=O)c1cccc(NC(=O)NCc2ccco2)c1	i	2%	-32%	2%	7%	10%	0	3	-15%	Spn PMK inh pilot replicates=2.5;MK inhibit pilot replicates=0.0;DPM-DC inhibit pilot screen %=0.0
COc1ccccc1-c1noc(-c2cc(OC)c(OC)c(OC)c2)n1	i	12%	-4%	8%	0%	3%	8	5	2%
COc1ccccc1CNC(=O)CSc1nc(-c2ccccc2)cn1N	i	8%	2%	-9%	-9%	-2%	11	6	-5%
Cc1n[nH]c(C)c1CCc1nc2c3ccccc3nc(SCC(N)=O)n2n1	i	8%	9%	3%	-6%	2%	13	13	1%
Cc1ccc(C2CC(c3ccccc3OC(F)F)Nc3ncnn32)cc1 (configuration not stated)	i	9%	-7%	4%	1%	13%	11	24	-6%
CC(=O)N1CCc2cc(NC(=O)c3ccc(C)cc3)ccc21	i	10%	-17%	13%	-1%	-2%	4	5	-7%
Cc1nc(CC(=O)O)c(-c2ccccc2)s1	i	7%	-6%	9%	-5%	-4%	0	6	-7%
COC(=O)C1=C(C)NC(=O)CC1c1ccc(C(=O)OC)cc1 (configuration not stated)	i	14%	6%	7%	-2%	1%	0	8	-7%
Cc1cc(C(=O)Nc2c(F)cc(F)cc2Br)c(C)o1	i	4%	8%	-1%	-13%	-2%	13	6	1%
CC1CC(=O)C2=C(C1)Nc1ncnn1C2c1ccccc1 (configuration not stated)	i	7%	-9%	4%	5%	6%	14	11	-14%
Cc1ccc(S(=O)(=O)N(C)CCCC(=O)Nc2ccncc2)cc1	i	8%	-5%	3%	3%	3%	6	2	-6%
O=C1C2C3c4ccccc4C(c4ccccc43)C2C(=O)N1Cc1ccco1 (configuration not stated)	i	13%	48%	4%	-2%	-6%	3	3	4%

Rows were taken by chance; overall some 3.5% were active at least once.
